Dynein transport: blocks dynein driven cargo transport along microtubules; z-score, hits read low; 3617.4 mouse cells, GR-EGFP nuclear translocation imaging; test concentration mostly 20 µM; stimulated with dexamethasone, 1 µM; hits give low values; actives 0.47% (n = 220,000); AID 1381;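 active means plate z-score of nuclear minus cytoplasmic receptor signal below a set negative limit, without overly bright fluorescence or cell loss, cut at about -3.5 in these data, passing the limit was not always enough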;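 further: z-score of nuclear minus cytoplasmic ring GR-EGFP intensity difference per well; some compounds called inactive have numbers as strong as hits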
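medium = tetracycline-free induction medium containing charcoal-stripped FBS | also added = 1.0 µM final dexamethasone stimulus | schedule = 48 h induction, 1 h compound, 30 min dex at 37 °C | technique = fixed, Hoechst-stained cells imaged at 10x for EGFP | measure = GR-EGFP nuclear translocation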
Autophagy HCS: alters autophagy in cells; MEF GFP-LC3 puncta imaging; test concentration mostly 10 µM; calls only at 10 µM (by protocol); actives 0.98% (n = 190,000); AID 463193;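 active means percentage of spot-positive cells more than 3 SD above its plate mean, without a fluorescence outlier flag or 80% toxicity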;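 further: spot-positive cell cutoff set from DMSO-treated cells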
WT yeast gro inh: growth inhibition of WT yeast, mitochondrial fusion screen; AID 1362; inhibition, % at 10 µM; actives 2.1% (n = 190,000); mitochondrial fusion phenotypic screen, WT strain; in the data active means inhibition above about 58%; tested in S. cerevisiae
M1AAP inhibition: malaria alanyl aminopeptidase activity blockers – biochemical, fluorogenic H-Leu-NHMec substrate, 1536-well (AID 1445); inhibition, % at 30 µM; hits with a dose series show IC50 in µM; recombinant M1AAP, H-Leu-NHMec fluorogenic kinetic assay; higher % means a stronger effect; actives 0.42% (n = 220,000);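 active means primary inhibition above the hit cutoff, then over 50% inhibition at one or more dose response concentrations, cut at about 23% in these data, passing the limit was not always enough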;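 further: plate controls were DMSO full reaction for no effect and no enzyme background for full effect; strong numbers were not always called active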
P. falciparum M17LAP: P. falciparum M17LAP inhibitors, primary screen, biochemical, fluorogenic H-Leu-NHMec substrate, 1536-well (AID 1619); recombinant M17LAP, H-Leu-NHMec fluorogenic kinetic assay; higher % means a stronger effect; one-dose inhibition, % at 30 µM; IC50 in µM for titrated hits; actives 0.38% (n = 220,000);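 active means compound inhibiting the enzyme by more than half at any dose during confirmatory dose-response retesting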;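 further: plate controls were full reaction with DMSO carrier for no effect and no enzyme background for full effect; strong numbers were not always called active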
Yfh1-off respiration: mitochondrial function rescue without frataxin homolog – Friedreich's ataxia, plus single-dose screen, dose response (AID 1465); actives 0.074% (n = 220,000); one-dose fold induction at 50 µM; EC50 in µM for titrated hits; S. cerevisiae Yfh1-off respiration, WST-1 reduction, 72 h; higher fold induction means a stronger effect;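 active means fold induction of absorbance versus untreated yeast above a set limit, then at least 30% activation at any dose in follow-up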;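 further: activators that raise dye reduction in frataxin-depleted yeast; strong numbers were not always called active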
T cell HTS: T cell immune modulators affecting CD8 T cell-vesicle binding; actives 0.068% (n = 330,000); 2C CD8+ T cell-vesicle binding, flow cytometry; hits give low values; calls only at 7 µM;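 active means response, share of CD8 T cells binding vesicles, and their 90th percentile fluorescence all below set limits, cut at about 80% in these data, passing the limit was not always enough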
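Test system: purified 2C TCR transgenic mouse naive CD8+ T cells. Probe or stimulus: QL9-peptide-loaded Drosophila micro-vesicles bearing Ld, ICAM-1 and B7-1. Incubation: binding step 1.5 h, 37 °C, antibody labelling 20 min, ice. Measured by: flow cytometry of vesicle-bound cells.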
MT stabilizer: stabilizes microtubules in HeLa cells. actives 0.83% (n = 200,000). HeLa tubulin immunostaining HCS, 24 h; share of cells brighter than vehicle mean+2SD. % tubulin-high responders, % at 10 µM;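 active means plate Z-score above 3 for both tubulin-high and condensed-nucleus cell shares, with cell loss under 80%, at 10 µM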;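 further: anti alpha tubulin signal scored within the nucleus-defined area of each cell; some results filed as inactive read as strong as hits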
bCat nuc transl: modulators of beta-catenin nuclear translocation | nuclear translocation activity, % at 5 µM | HeLa beta-catenin nuclear translocation, immunofluorescence imaging | actives 0.3% (n = 190,000);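 active means nuclear translocation activity above 50% at 5 µM, with a well cell count of 50 or more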;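 further: per-cell ratio of nuclear to cytoplasmic median beta-catenin stain intensity; plate controls were DMSO negative control for no effect and GSK-3 inhibitor IX positive control for full effect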
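Test system: human HeLa cells, endogenous beta-catenin. Times: 24 h compound exposure, 37°C. Measured by: beta-catenin immunofluorescence imaging with DAPI.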
WT yeast gro inh mutant strain: further read-out of WT yeast gro inh, marked with its call; inhibition, %; mitochondrial fusion phenotypic screen, mutant strain inhibition
Dynein transport cytoplasmic EGFP: second read-out of Dynein transport, no call of its own (marks repeat the call); z-score; measured here: cytoplasmic GR-EGFP intensity; hits give high values
Dynein transport nuclear GR-EGFP: recorded beside Dynein transport, whose call it bears; z-score; measured here: nuclear GR-EGFP intensity;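 lower value marks the stronger effect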
Dynein transport cell count: recorded beside Dynein transport, whose call it bears; z-score; measured here: cell count per field
bCat nuc transl cell count 5 µM: second read-out of bCat nuc transl, no call of its own (marks repeat the call); cell count; measured here: cell count, cytotoxicity flag
T cell HTS vesicle-bound %: further read-out of T cell HTS, marked with its call; double positive events, %; measured here: CD8+ vesicle-bound cell fraction;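 binding gate set so that unloaded-vesicle control wells show 10% double positive cells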
MT stabilizer Hoechst-high %: also measured in MT stabilizer; calls as there; % Hoechst-high responders; measured here: nuclear condensation Hoechst responders;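 share of cells brighter than vehicle mean plus two SD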
MT stabilizer cytotoxicity %: further read-out of MT stabilizer, marked with its call; toxicity, %; measured here: cytotoxicity by cell density;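 0% = mean cell density of plate MIN control wells and 100% = no cells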
Autophagy HCS cell loss 18 h: further read-out of Autophagy HCS, marked with its call; toxicity, %; measured here: cell loss, nuclei count;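 cell loss after 18 h compound exposure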
* = called active by the depositor; i = inactive; · = no result given.

canonical_smiles	Dynein transport	Dynein transport cytoplasmic EGFP	Dynein transport nuclear GR-EGFP	Dynein transport cell count	Autophagy HCS	Autophagy HCS cell loss 18 h	WT yeast gro inh	WT yeast gro inh mutant strain	M1AAP inhibition	P. falciparum M17LAP	Yfh1-off respiration	T cell HTS	T cell HTS vesicle-bound %	MT stabilizer	MT stabilizer Hoechst-high %	MT stabilizer cytotoxicity %	bCat nuc transl	bCat nuc transl cell count 5 µM
C/C=C(\C)C(=O)Nc1cccc(C2=NOC3(C2)C[C@@H](C(N)=O)N(C(=O)c2ccccc2C(=O)c2ccccc2)C3)c1 (stereo partly specified)	1.1	-0.77	0.92	-1.1	·	·	·	·	3%	-13%	i	i	12	·	·	·	0.4	1100
Cc1cccc2cc(C#N)c(NCCNC(=O)NC3CCCCC3)nc12	0.58	-0.27	-0.47	0.81	i	-7	9	1	6%	-1%	i	i	21	2.8	1.5	11	·	·
COc1ccc(/C(O)=C2\C(=O)C(=O)N(c3cc(C)on3)C2c2ccccc2OC)cc1C (stereo unspecified)	0.92	-0.12	0.98	0.48	i	11	-31	15	12%	6%	i	i	16	3.2	1.8	6.9	-0.1	1132
C=C1c2cc(C)c(C)cc2NC(=O)N1c1ccccc1	-0.27	-0.25	-0.19	0.4	·	·	·	·	6%	-3%	i	i	12	·	·	·	-3.0	1143
COC(=O)Cc1cc(=O)oc2cc(O)ccc12	-1	-0.3	-0.2	0.66	i	-10	-12	-4	37µM*	i	i	i	52	4.4	1.4	10	-2.9	1073
C#CC(CC)(CC)NC(=O)NC1CCCCC1	-0.96	-0.27	-0.29	0.79	i	8	12	4	-4%	-10%	i	i	55	2.3	2.3	6.2	-1.0	1038
O=Cc1cccn1-c1nccc(-c2ccco2)n1	1.5	-0.31	0.96	-1.2	i	-3	-1	19	8%	-2%	i	i	60	4.0	1.8	3.9	3.0	974
Cc1ccc(Oc2nnc(-c3ccccc3)c3ccccc23)cc1	2.9	-0.056	1.5	-3.4	i	7	16	-5	-1%	-2%	i	i	37	3.7	2.1	9.1	·	·
Cc1ccc(S(=O)(=O)NC(CC(=O)O)c2ccccc2)c(C)c1 (stereo unspecified)	2.3	0.1	1.3	-1.5	i	14	10	8	6%	-3%	i	i	37	3.4	2.0	9.3	·	·
COCC(=O)c1[nH]c2ccccc2c1C	-0.51	-0.084	-0.44	0.3	i	6	1	8	5%	38%	i	i	39	1.8	1.1	9.8	-5.0	1034
CCc1n(CC(O)COCC2CC=CCC2)c2ccccc2[n+]1C (stereo unspecified)	-0.42	-0.3	0.21	0.23	i	-1	8	-5	·	·	i	i	14	1.0	0.9	3.3	-0.8	1081
CC(=O)Nc1ccc(S(=O)(=O)N2CCN(Cc3cccc([N+](=O)[O-])c3)CC2)cc1	-0.61	-0.33	0.25	0.56	i	3	0	5	7%	4%	i	i	56	5.1	2.3	4.7	-5.1	1011
CC(C)(C)NC(=O)Cn1nnc(-c2ccc(S(C)(=O)=O)cc2)n1	-0.28	-0.22	-0.038	0.28	i	11	-9	-16	10%	7%	i	i	31	4.5	2.2	8.7	-1.0	1439
CN(C)S(=O)(=O)c1cc(NC(=O)CN2CCN(c3ccccc3F)CC2)ccc1Cl	-0.56	-0.26	0.47	0.41	i	3	24	11	3%	-1%	i	i	41	1.6	2.0	9.3	0.8	1049
CCN1C(=O)N(C)C(N(O)C(=O)NC)C1(C)C (stereo unspecified)	1.1	-0.26	0.57	-0.72	i	14	1	8	1%	0%	i	i	28	3.9	2.1	9.5	-5.2	970
Cc1cc(C)nc(NC(=O)C2c3ccccc3Oc3ccccc32)n1	-0.43	-0.31	-0.37	0.9	i	0	4	-5	6%	5%	i	i	28	0.4	1.1	4.8	0.2	1051
COc1ccc(C(C(=O)NC2CCCCC2)N(C(=O)c2ccco2)c2ccc(-n3cnnn3)c(C)c2)cc1 (stereo unspecified)	-0.47	-0.18	0.11	0.33	i	2	·	·	·	·	i	i	40	4.9	1.3	4.6	·	·
CN1C(=O)c2ccccc2C(C(=O)O)C1c1cccc(F)c1 (stereo unspecified)	-0.41	-0.27	-0.45	0.23	i	14	-6	-3	-7%	-2%	i	i	32	2.7	2.9	0.3	3.0	1414
O=C(CSc1nnc(-c2ccncc2)n1-c1ccc(Cl)cc1)NCc1cccs1	1.9	0.032	1.4	-1.1	i	3	-20	-6	2%	6%	i	i	63	2.9	1.6	4.9	-2.1	1345
CC1(C)C2C/C(=N\O)C(C)(/[N+]([O-])=C/c3cccc([N+](=O)[O-])c3)CC21 (stereo unspecified)	-0.72	-0.21	0.3	-0.059	i	0	12	-7	-1%	-3%	i	i	23	4.0	4.4	5.7	0.9	1505
CC(C)(C)OC(=O)N1CCC(C(=O)N2CCC[C@H]2C(=O)O)CC1	1.3	-0.21	0.88	-0.84	i	7	-17	-70	1%	-7%	i	i	6	2.8	2.5	15	-4.8	999
CCOc1ccc(CNCCNC(=O)c2nonc2N)cc1	-0.066	-0.17	-0.14	-0.11	i	13	-15	-1	4%	8%	i	i	49	1.1	1.3	9.5	-0.9	1060
C=CCn1c(=N)c(C(=O)NCCCOC)cc2c(=O)n3ccccc3nc21	-0.37	-0.22	0.12	-0.044	·	·	-5	12	14%	i	i	i	25	0.9	1.8	8.6	0.4	1389
Cc1ccccc1C(=O)NC1CCN(Cc2ccccc2)CC1	-0.62	-0.26	-0.039	1.1	i	-26	-11	3	·	·	i	i	57	2.6	1.4	11	0.1	1015
COc1ccc2cc(-c3cc(C(=O)OCC(=O)Nc4c(C)n(C)n(-c5ccccc5)c4=O)c4ccccc4n3)ccc2c1	-0.34	0.025	-0.45	0.78	i	3	5	-1	1%	-7%	i	·	·	4.6	3.4	5.1	-1.3	915
CSc1ccccc1NC(=O)CN(Cc1ccccc1)S(C)(=O)=O	0.58	-0.27	0.59	1.7	i	-2	14	15	-2%	3%	i	i	20	1.9	0.7	17	0.0	982
O=C(Nc1cccc(NC(=O)c2ccccc2[N+](=O)[O-])n1)c1ccccc1[N+](=O)[O-]	-0.5	-0.21	-0.52	0.55	i	9	1	8	12%	13%	i	i	35	1.4	2.0	12	·	·
CCOC(=O)C1CCCN(c2oc(-c3ccc(F)cc3)nc2C#N)C1 (stereo unspecified)	0.48	-0.14	0.18	0.7	i	-1	9	-5	7%	-12%	i	i	48	1.2	1.6	7.6	-1.3	1086
Cc1ccc(C(=O)N/N=C2\CCc3ccccc32)c(C)c1	0.74	-0.21	0.57	-0.51	i	9	18	25	-1%	6%	i	i	36	3.1	1.6	8.7	-0.3	1014
CCOc1ccc2nc(NC(=O)CN3CCN(c4ccccn4)CC3)sc2c1	0.25	0.08	0.35	0.62	i	0	21	4	-7%	1%	i	i	29	2.7	1.4	11	-0.6	1072
O=C(Nc1cccc(-c2nc3ccccc3o2)c1)c1cccnc1	-0.38	-0.21	-0.57	0.94	i	-2	-12	-19	9%	32%	i	i	35	3.2	3.6	13	-0.8	1181
COc1ccc(NC(=S)NCc2ccc3c(c2)OCO3)cc1	-0.66	0.014	-0.24	0.65	i	-22	3	13	0%	5%	i	i	36	1.9	1.0	10	0.7	1054
O=C(Nc1nnc(-c2ccc3c(c2)CCCC3)o1)C1CCCCC1	-0.36	-0.18	-0.016	-0.2	i	-3	21	4	-1%	-7%	i	i	36	2.7	4.1	3.1	-6.5	1135
CC1(C)COC(c2cccn2Cc2ccc(F)cc2Cl)=N1	1.1	-0.2	1.4	-0.75	i	6	9	4	-7%	-1%	i	i	9	2.2	1.7	6.9	-3.0	973
CCCn1c(=N)c(C(=O)NCC2CCCO2)cc2c(=O)n3cccc(C)c3nc21 (stereo unspecified)	-0.64	-0.25	-0.35	0.031	i	-22	11	5	7%	24%	i	i	26	7.7	3.1	2.6	-0.6	1143
COc1ccc(/C=N/OC(=O)Nc2ccccc2)cc1[N+](=O)[O-]	-0.65	-0.3	-0.6	0.16	i	-14	0	19	-3%	36%	i	i	62	3.9	2.8	2.6	·	·

Whole records, looked up by structure.
`CC1(C)C2C/C(=N\O)C(C)(/[N+]([O-])=C/c3cccc([N+](=O)[O-])c3)CC21` (stereo unspecified) across the screens: Dynein transport = -0.72; Dynein transport cytoplasmic EGFP = -0.21; Dynein transport nuclear GR-EGFP = 0.3; Dynein transport cell count = -0.059; Autophagy HCS = i; Autophagy HCS cell loss 18 h = 0; WT yeast gro inh = 12; WT yeast gro inh mutant strain = -7; M1AAP inhibition = -1%; P. falciparum M17LAP = -3%; Yfh1-off respiration = i; T cell HTS = i; T cell HTS vesicle-bound % = 23; MT stabilizer = 4.0; MT stabilizer Hoechst-high % = 4.4; MT stabilizer cytotoxicity % = 5.7; bCat nuc transl = 0.9; bCat nuc transl cell count 5 µM = 1505
`Cc1cccc2cc(C#N)c(NCCNC(=O)NC3CCCCC3)nc12` across the screens: Dynein transport = 0.58; Dynein transport cytoplasmic EGFP = -0.27; Dynein transport nuclear GR-EGFP = -0.47; Dynein transport cell count = 0.81; Autophagy HCS = i; Autophagy HCS cell loss 18 h = -7; WT yeast gro inh = 9; WT yeast gro inh mutant strain = 1; M1AAP inhibition = 6%; P. falciparum M17LAP = -1%; Yfh1-off respiration = i; T cell HTS = i; T cell HTS vesicle-bound % = 21; MT stabilizer = 2.8; MT stabilizer Hoechst-high % = 1.5; MT stabilizer cytotoxicity % = 11; bCat nuc transl = ·; bCat nuc transl cell count 5 µM = ·

Screening data as filed in PubChem.
